# beta cell repl: inducers of MIN6 beta-cell proliferation, primary screen, ATP luminescence, uHTS; actives 0.29% (n = 330,000); proliferation, % at 10 µM; AID 2380, 2010; MIN6 cells proliferation, ATPlite luminescence, 48 h; cells starved in 0.2% serum; 100% = growth in 10% serum;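 active means compounds whose signal lies at least 3.5 SD above the mean of all wells on their plate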;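 further: 0% = DMSO-treated cells in low-serum medium and 100% = 10% serum control; some compounds called inactive have numbers as strong as hits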
# tim10-1 inh: growth inhibitors of tim10-1 mutant yeast, primary screen, luminescence, uHTS | actives 2.2% (n = 330,000) | AID 463190, 2010 | inhibition, % at 20 µM | S. cerevisiae tim10-1 ts strain growth, BacTiter-Glo, 24 h;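 active means inhibition of at least 40%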;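 further: mutant grown at 25 °C; 0% = DMSO wells with yeast and 100% = wells holding no yeast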
# APOBEC3A inh: APOBEC3A ssDNA deaminase inhibitors, primary screen, selectivity assay for APOBEC3G inhibitor project, biochemical, FAM/TAMRA oligo cleavage fluorescence; DNA dC->dU-editing enzyme APOBEC-3A (Homo sapiens), P31941; recombinant A3A, FAM/TAMRA ssDNA deamination fluorescence; actives 0.41% (n = 330,000); inhibition, % at 20 µM;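 active means at least 40% inhibition at 20 µM here, with at most 30% in a related deaminase screen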;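 further: plate controls were A3A with DMSO for no effect and wells lacking A3A enzyme for full effect; some results filed as inactive read as strong as hits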
# NLRP3 yeast inh: NALP3 inflammasome inhibitors in reconstituted yeast, primary screen, luminescence, uHTS; Yeast reconstituted NLRP3/ASC/caspase-1, beta-gal luminescence, 24 h; inhibition, % at 10 µM; actives 0.39% (n = 330,000);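 active means inhibition of 50% or more; inactive means inhibition below 50%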;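 further: plate controls were induced DMSO wells for no effect and uninduced yeast grown without galactose for full effect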
# mIAP inh: inhibitors of mouse IAP, primary screen, biochemical, luminescence, uHTS | purified mouse IAP, CDP-Star luminescence, 30 min | inhibition, % at 10 µM | actives 0.2% (n = 330,000);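 active means inhibition of at least 40% at 10 µM in the primary screen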;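 further: plate controls were DMSO with enzyme for no effect and no enzyme wells for full effect; values of inactives mirror those of a sister screen read the other way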
# APOBEC3G inh: APOBEC3G DNA deaminase inhibitors, primary screen, biochemical, fluorescence, single-stranded DNA substrate, uHTS; recombinant A3G, ssDNA deamination FAM/TAMRA fluorescence; inhibition, % at 20 µM; actives 0.28% (n = 330,000); AID 493012, 2011;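 active means inhibition of at least 40% at 20 µM, with no more than 30% in the related APOBEC3A deaminase screen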;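 further: plate controls were DMSO wells with A3G for no effect and wells lacking A3G enzyme for full effect; some compounds called inactive have numbers as strong as hits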
# Target sequence (Q9HC16 whole entry, looked up): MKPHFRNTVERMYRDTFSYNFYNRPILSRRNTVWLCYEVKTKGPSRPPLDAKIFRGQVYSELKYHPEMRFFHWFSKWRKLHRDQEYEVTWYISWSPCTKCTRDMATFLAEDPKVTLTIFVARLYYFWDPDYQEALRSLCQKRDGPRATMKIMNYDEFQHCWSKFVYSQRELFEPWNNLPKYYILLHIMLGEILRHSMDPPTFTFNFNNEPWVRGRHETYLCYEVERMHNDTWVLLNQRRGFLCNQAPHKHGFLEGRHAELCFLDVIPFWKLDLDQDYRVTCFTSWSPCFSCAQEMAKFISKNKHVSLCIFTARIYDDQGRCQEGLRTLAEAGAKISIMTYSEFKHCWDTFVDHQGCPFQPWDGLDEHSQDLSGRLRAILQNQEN
# mIAP act: activators of mouse IAP, primary screen, biochemical, luminescence, uHTS; intestinal alkaline phosphatase [Mus musculus]; muIAP, CDP-Star luminescence, 30 min; hits give high values; 1 = vehicle-only enzyme signal, 0 = enzyme-free wells; activation factor at 10 µM; actives 0.24% (n = 330,000);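 active means activation factor of at least 2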; further: the source names both 10 and 20 µM as test concentration; values of inactives mirror those of a sister screen read the other way
#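 Assay system: mouse IAP enzyme / Compound: DMSO-dissolved test compounds / Timing: 30 min, room temperature / Measured by: luminescence from enzymatic CDP-Star hydrolysis / Control set: DMSO-only wells, enzyme-free buffer wells as negative control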
# TIM10 inh: growth inhibitors of isogenic TIM10 control yeast, primary screen, counter-screen for tim10-1 yeast inhibitor project, luminescence, uHTS. AID 463195, 2010. S. cerevisiae TIM10 strain growth, BacTiter-Glo luminescence, 24 h. actives 1.4% (n = 330,000). inhibition, % at 10 µM;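 active means inhibition of 40% or more at the single tested concentration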;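 further: wild-type TIM10 isogenic control strain grown at permissive 25 °C; 0% = DMSO yeast wells and 100% = minimal medium wells without yeast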
# hIAP inh: human IAP inhibitors, primary screen, biochemical, luminescence, uHTS; actives 0.12% (n = 330,000); Intestinal-type alkaline phosphatase (Homo sapiens), P09923; purified IAP, CDP-Star luminescence, 30 min; inhibition, % at 10 µM; AID 2544, 2010;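 active means inhibition reaching a set limit with compound at 10 µM in the primary screen, cut at about 35% in these data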;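 further: plate controls were DMSO wells with enzyme for no effect and no-enzyme buffer wells for full effect; values of inactives mirror those of a sister screen read the other way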
# Target sequence (P09923 whole entry, looked up): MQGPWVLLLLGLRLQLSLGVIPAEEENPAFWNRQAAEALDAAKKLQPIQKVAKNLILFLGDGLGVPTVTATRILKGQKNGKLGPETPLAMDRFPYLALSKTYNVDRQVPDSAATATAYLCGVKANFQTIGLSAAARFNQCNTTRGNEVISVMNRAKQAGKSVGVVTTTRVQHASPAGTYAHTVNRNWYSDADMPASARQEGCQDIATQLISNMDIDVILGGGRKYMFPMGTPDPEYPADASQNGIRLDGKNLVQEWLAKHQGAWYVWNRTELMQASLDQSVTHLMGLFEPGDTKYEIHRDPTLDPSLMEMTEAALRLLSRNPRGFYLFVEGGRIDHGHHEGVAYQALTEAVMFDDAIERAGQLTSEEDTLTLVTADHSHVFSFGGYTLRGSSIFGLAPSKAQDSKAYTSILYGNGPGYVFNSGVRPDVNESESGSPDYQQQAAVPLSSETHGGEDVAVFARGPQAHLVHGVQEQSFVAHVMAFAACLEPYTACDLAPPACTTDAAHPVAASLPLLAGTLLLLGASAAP
# * marks the source's active call; other numbers are inactive results.
# Every second line gives: beta cell repl	tim10-1 inh	APOBEC3A inh	NLRP3 yeast inh	mIAP inh	APOBEC3G inh	mIAP act	TIM10 inh	hIAP inh
- COc1cc(CC(=O)OCC(=O)Nc2cccc([N+](=O)[O-])c2)cc(OC)c1OC
→ -1	12	-2	3	9	-2	0.91	7	-1
- Cc1c(C(=O)OC2CCCC2)[nH]c2c1C(=O)CC(c1ccco1)C2 (stereo not drawn)
→ -7	30	12	26	-3	14	1	18	-20
- Cc1ccc[n+](CC(=O)Nc2nc3ccccc3s2)c1
→ -2	-6	4	10	-8	-5	1.1	10	7
- C=CCNC(=O)COc1ccc(S(=O)(=O)NC2CCCCC2)cc1
→ -1	-9	-1	4	-12	-6	1.1	-5	-15
- CCCCOC(=O)c1ccc(NC(=S)NC(=O)c2c(Br)c(C)nn2C)cc1
→ -4	10	-3	3	27	-9	0.73	5	21
- Cn1c(CO)cnc1S(=O)(=O)Cc1ccc([N+](=O)[O-])cc1
→ -1	13	3	5	13	0	0.87	1	5
- COc1cc(O)c(C(CC(=O)N2CCCC(C)C2)c2cc(OC)c(OC)c(OC)c2)c(OC)c1 (stereo not drawn)
→ -1	-3	0	8	-19	3	1.2	2	-11
- CCOc1ccc(C(=O)Nc2ccc(NC(=O)c3ccccc3)c(C)c2)cc1[N+](=O)[O-]
→ -1	7	-5	12	13	0	0.87	5	-40
- COc1ccc(NS(=O)(=O)c2cc(NC(=O)C3=NN(c4ccccc4)C(=O)CC3)ccc2OC)cc1
→ -2	15	-3	17	-5	-7	1.1	8	-3
- Cc1ccc(CN2CC(=O)N3[C@H]4c5cc(Cl)ccc5OC[C@@H]4[C@H](c4ccccc4)[C@]3(C)C2=O)cc1
→ -7	14	0	8	4	-6	0.96	18	-1
- COc1ccc(S(=O)(=O)N(C(=O)c2ccco2)c2cc3sc(=O)oc3c3ccccc23)cc1
→ -6	20	-1	-5	14	27	0.86	20	5
- COc1ccccc1-n1cnnc1SCC(=O)NCc1cccs1
→ 3	6	-1	1	-3	18	1	-14	-14
- CSc1ccccc1NC(=O)C1CC(c2ccccc2O)=NO1 (stereo not drawn)
→ -2	16	-5	20	5	-9	0.95	16	-4
- O=C(NCCN1CCCCC1)c1ccco1
→ 1	-19	-4	17	-3	-8	1	0	17
- Cc1cc(C(=O)OCC(=O)Nc2cc(S(=O)(=O)N(C)C)ccc2C)c2ccccc2n1
→ 0	7	1	8	0	-14	1	9	5
- COc1ccc(-c2nn(-c3ccccc3)cc2C(=O)N(C)CC(=O)Nc2ccc(N3CCOCC3)cc2)cc1
→ 1	-10	-2	14	-5	-5	1.1	-11	-2
- COc1ccc(CCNC(=O)C2CC(c3ccc(C(F)(F)F)cc3)=NO2)cc1 (stereo not drawn)
→ -2	26	-5	17	1	-6	0.99	14	2
- CCCc1sc(N2CCCC(C(N)=O)C2)nc1-c1ccccc1 (stereo not drawn)
→ 0	21	2	6	2	-5	0.98	16	-18
- COc1ccc(NC(=O)CN2CCN(S(=O)(=O)c3ccc(F)cc3)CC2)cc1Cl
→ -3	-13	-1	3	-14	-8	1.1	-6	-3
- O=C(Nc1nc2ccccc2[nH]1)c1ccc(F)cc1
→ -6	9	8	18	18	0	0.82	13	7
- COc1ccccc1CNC(=O)COC(=O)/C=C/c1ccc(OC(F)F)c(OC)c1
→ 4	5	2	17	1	-6	0.99	-8	7
- Cc1cccc(C(=O)N[C@H](C(=O)NCCc2ccc(Cl)cc2)C(C)C)c1
→ -2	11	14	19	2	-7	0.98	4	-5
- CCCCn1c(N)c(N(CC(C)C)C(=O)C2CCC2)c(=O)[nH]c1=O
→ -2	-2	-4	3	10	-7	0.91	5	12
- Cc1cccc(NC(=O)c2cc(-c3ccccn3)nc3ccccc23)c1C
→ -3	39	-6	-2	-6	-2	1.1	14	-10
- COc1cccc(/C(O)=C2/C(=O)C(=O)N(Cc3ccco3)C2c2ccncc2)c1 (stereo not drawn)
→ -2	4	7	9	4	1	0.96	-26	-18
- CCCS(=O)(=O)N1CCn2c(nc3ccccc32)C1
→ -1	11	-2	-8	-5	1	1.1	4	20
- CN(C)c1ccc(NC(=O)c2ccc3nc[nH]c3c2)cc1
→ -5	8	1	1	1	1	0.99	5	-10
- NC(=O)C1CCN(C(=O)COc2ccc3c(c2)oc(=O)c2ccccc23)CC1
→ 0	9	4	3	7	-3	0.93	0	6
- Cc1cc(C)cc(OCC(=O)NNC(=O)C2CCCO2)c1 (stereo not drawn)
→ 0	4	2	7	6	0	0.94	-3	-68
- O=c1[nH]c2cc3c(cc2cc1CN(Cc1ccco1)C(=S)NCCCN1CCOCC1)OCCO3
→ -4	2	-2	11	1	6	0.99	5	4
- O=C(O)CN1C(=O)C2(OCCO2)c2cc(Br)ccc21
→ -2	-7	-2	10	7	-3	0.93	7	6
- CCN(CC)c1ccc(Nc2nc(N3CCOCC3)c3ccccc3n2)cc1
→ -6	32	-2	9	-11	6	1.1	24	-2
- CCOc1ccc(NC(=S)N(CCOC)C(C)c2ccco2)cc1 (stereo not drawn)
→ -3	18	0	13	12	-4	0.88	0	11
- N#Cc1ccc(-c2ccccc2)nc1SCC(=O)c1cc2ccccc2oc1=O
→ -4	31	-5	6	13	-10	0.87	-8	-20
- COc1ccc(Br)cc1CN(C)CC(=O)Nc1cc(Cl)cc(Cl)c1
→ -5	3	5	3	-16	1	1.2	21	1
- CCC(CC)c1nnc(NC(=O)c2cc([N+](=O)[O-])ccc2N2CCCCC2)s1
→ -2	23	-3	19	12	-3	0.88	22	6
- CCCCOc1ccc(C(=O)Nc2ccc(N3CCN(C(C)=O)CC3)cc2)cc1
→ -3	19	1	5	-5	-1	1	16	-5
- Cc1ccc(N(CC(=O)NCC2CCCO2)C(=O)CCC(=O)Nc2ccccn2)cc1 (stereo not drawn)
→ 1	-5	-3	3	5	-7	0.95	-4	-1
- CN(CC(=O)N1CCN(c2ccccn2)CC1)S(=O)(=O)c1cccc2nsnc12
→ 0	11	1	20	3	-6	0.97	-6	1
- CC(C)N(C(=O)CSc1nnc(Cn2nnc3ccccc32)n1C)C(C)C
→ -1	7	1	7	-5	-2	1.1	0	-11
- CCOC(=O)CSc1nc2sc3c(c2c(=O)[nH]1)CC(C)(C)OC3
→ 0	27	-1	-9	12	-3	0.88	22	4
- Cc1cc(C)c(S(=O)(=O)NCCCn2ccnc2)c(C)c1
→ -2	-7	-1	14	6	2	0.94	2	7
- COc1ccccc1N1CCN(C(=O)c2cc(C)on2)CC1
→ 1	1	-2	20	-8	0	1.1	-9	-17
- CCCCC(=O)Nc1ccccc1C#N
→ 5.8*	9	-5	-9	3	-12	0.97	4	-9
- COc1ccc(C(=O)N(c2ccccn2)C2CCCCC2)c(OC)c1
→ -1	21	-4	-7	3	-5	0.97	4	3
- Cc1ccc(S(=O)(=O)N2CCOCC2)c(C)c1NS(C)(=O)=O
→ 0	-12	-3	4	2	-8	0.98	-19	-3
- C#CCOCCOCCOCCNc1nc(N2CCN(C(=O)[C@H](CCCCN)n3cc([C@@H](N)[C@H](C)CC)nn3)CC2)nc(N2CCN(C(=O)[C@H](CCC(=O)O)n3cc([C@@H](N)CCSC)nn3)CC2)n1
→ 1	3	-6	3	-1	-5	1	3	7
- O=C(OCc1ccccc1F)c1cc2ccccc2cc1O
→ -3	6	-2	8	2	-6	0.98	13	-16
- O=C(NCc1n[nH]c(=S)n1-c1cccc(C(F)(F)F)c1)c1ccco1
→ -2	18	-2	26	-4	5	1	-16	2
- O=C(N/N=C/C=C\c1ccco1)c1cccs1
→ 2	9	14	18	30	3	0.7	23	13
- CN(c1ccccc1C(=O)N1CCN(c2ccccc2)CC1)S(C)(=O)=O
→ 0	14	0	-1	-1	0	1	-4	2
- Cc1cc(=O)n2[nH]c(=O)c(N=Nc3ccccc3)c2[nH]1
→ 4	-3	-2	27	13	-1	0.87	5	-51
- CCCNC(=O)Nc1cc(OC)c(OC)cc1Cc1nccc2cc(OC)c(OC)cc12
→ -2	2	8	7	-4	1	1	2	-9
- COc1cccc(C(=O)Nc2nnc(-c3ccc(Cl)cc3)o2)c1
→ -6	13	0	29	22	0	0.78	-7	-3
- O=C1/C(=C/c2ccccn2)SC(=S)N1N1CCOCC1
→ 1	12	-4	15	3	-2	0.97	11	-29
- O=C(C[C@H]1C/C=C\C[C@H](NC(=O)OCC2c3ccccc3-c3ccccc32)C(=O)OC[C@@H]2CCCN2C1=O)NCCO
→ -6	-3	1	6	-9	-3	1.1	5	2
- CC(C)NC(=O)NC(=O)COC(=O)/C=C/c1ccc2c(c1)OCO2
→ 0	10	1	-2	-1	2	1	-8	17
- c1ccc(COc2ccc(OCCN3CCCC3)cc2)cc1
→ 0	-14	-3	21	6	-6	0.94	-25	-7
- Fc1ccc(-c2csc(NC(=S)Nc3ccccc3)n2)cc1
→ 0	13	-4	10	14	-6	0.86	12	10
- CCOC(=O)Cn1c(=O)oc2cc(S(=O)(=O)N(CCN(C)C)Cc3ccccc3)ccc21
→ -2	4	-1	7	-4	-6	1	1	3

# The results go on.
# Every second line gives: beta cell repl	tim10-1 inh	APOBEC3A inh	NLRP3 yeast inh	mIAP inh	APOBEC3G inh	mIAP act	TIM10 inh	hIAP inh
- COc1cc(/C=N/NC(=O)c2cc(-c3ccccc3)nc3ccccc23)cc(OC)c1O
→ 2	6	0	9	13	-4	0.87	-5	0
- COC(CNC(=O)C(=O)NCC1OCCN1S(=O)(=O)c1ccccc1)OC (stereo not drawn)
→ -3	-15	2	0	-11	8	1.1	-2	-25
- Cc1cc([N+](=O)[O-])ccc1NC(=O)CSc1nnc(C)n1C
→ -2	-18	-1	5	-1	1	1	1	-22
- Cc1ccc(S(=O)(=O)NCC2CCC(C(=O)N3CCOCC3)CC2)cc1 (stereo not drawn)
→ -5	10	0	22	-9	-6	1.1	-3	-4
- COc1cc(Nc2cc(C)nc3ncnn23)cc(OC)c1OC
→ -1	-20	-3	6	1	-7	0.99	-3	2
- N#Cc1c(NC(=O)c2ccc(Cn3cc(Br)cn3)o2)sc2c1CCCCC2
→ -7	32	-3	14	18	-6	0.81	36	1
- CN=c1nc(-c2ccccc2)n(-c2ccccc2)s1
→ -8	24	-2	-10	-8	79*	1.1	0	-8
- CN(C)CCN(C(=O)c1ccc2c(c1)OCCO2)c1nc2ccc(Cl)cc2s1
→ 5	12	2	36	5	-3	0.95	32	11
- CN1CCN(S(=O)(=O)c2cccc(C(=O)Oc3cccc(C#N)c3)c2)CC1
→ 1	18	-1	29	10	-10	0.9	4	1
- Cc1cc(-n2c(C)cc(C(=O)CSc3nc(N)cc(=O)[nH]3)c2C)no1
→ -4	0	0	8	6	-1	0.94	13	-8

# Part of the list above with just mIAP act.
compound | mIAP act
N#Cc1c(NC(=O)c2ccc(Cn3cc(Br)cn3)o2)sc2c1CCCCC2 | 0.81
CN=c1nc(-c2ccccc2)n(-c2ccccc2)s1 | 1.1

# High-throughput results (PubChem BioAssay)
